ASAP1 GAP inh = inhibitors of human ASAP1 ArfGAP activity; Q9ULH1; ASAP1-stimulated ARF1 GTP hydrolysis, GDP FP detection; inhibition, % at 16.5 µM; 360,000 compounds, 0.19% hits; in the data active = inhibition above about 25%;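 note: 0% = vehicle with enzyme and substrate and 100% = no enzyme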
Target sequence (Q9ULH1 325-724 limits assumed): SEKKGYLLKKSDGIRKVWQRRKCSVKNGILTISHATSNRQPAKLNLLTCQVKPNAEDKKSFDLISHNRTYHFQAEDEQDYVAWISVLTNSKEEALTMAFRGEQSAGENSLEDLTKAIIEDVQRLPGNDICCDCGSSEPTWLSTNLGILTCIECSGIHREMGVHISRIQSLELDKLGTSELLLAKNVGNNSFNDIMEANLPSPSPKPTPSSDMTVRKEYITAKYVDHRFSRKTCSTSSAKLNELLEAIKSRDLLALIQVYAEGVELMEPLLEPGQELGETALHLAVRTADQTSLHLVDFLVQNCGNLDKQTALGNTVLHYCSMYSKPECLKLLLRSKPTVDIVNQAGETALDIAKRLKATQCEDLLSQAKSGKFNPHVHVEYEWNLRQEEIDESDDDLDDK
PLCg1 inh = inhibitors of human phospholipase C gamma1. purified PLC-gamma1, fluorogenic substrate, fluorescence. 370,000 compounds, 0.84% hits. inhibition, % at 12.2 µM; in the data active = inhibition above about 9.5%
ADAM17 inh = ADAM17 inhibition, QFRET primary screen; P78536; recombinant ADAM17, EDANS/DABCYL FRET peptide cleavage; inhibition, % at 6.95 µM; 370,000 compounds, 0.83% hits; AID 720648;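 active = inhibition above the mean of compounds lying between control limits plus 3 SD, set per campaign, cut at about 8.5% in these data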;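 note: 0% = DMSO-only wells as the low control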
Target sequence (P78536 215-824 limits assumed): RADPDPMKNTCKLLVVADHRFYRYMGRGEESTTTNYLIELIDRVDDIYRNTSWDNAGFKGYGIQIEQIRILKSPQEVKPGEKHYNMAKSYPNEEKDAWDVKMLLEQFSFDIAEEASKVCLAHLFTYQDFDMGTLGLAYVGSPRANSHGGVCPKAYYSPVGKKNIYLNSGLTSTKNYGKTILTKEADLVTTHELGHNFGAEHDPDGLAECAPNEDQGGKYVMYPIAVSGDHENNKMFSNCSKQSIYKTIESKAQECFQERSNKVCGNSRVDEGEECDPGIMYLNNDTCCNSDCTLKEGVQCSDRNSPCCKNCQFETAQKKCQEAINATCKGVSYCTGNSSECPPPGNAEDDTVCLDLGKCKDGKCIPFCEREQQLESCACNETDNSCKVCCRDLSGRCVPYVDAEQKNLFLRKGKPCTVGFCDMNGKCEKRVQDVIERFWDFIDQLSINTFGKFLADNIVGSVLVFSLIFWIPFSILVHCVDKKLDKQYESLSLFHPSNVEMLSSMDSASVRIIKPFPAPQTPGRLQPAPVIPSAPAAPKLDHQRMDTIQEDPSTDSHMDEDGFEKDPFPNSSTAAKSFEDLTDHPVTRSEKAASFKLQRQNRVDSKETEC
Tn6 DDE FP = DD(E)-Tn6 binding inhibition, primary FP screen; P02675; Fibrin DD(E) TRITC-Tn6 fluorescence polarization displacement; inhibition, % at 8.3 µM; 370,000 compounds, 0.21% hits;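 active = inhibition above a per-campaign cutoff: mean of compounds within control limits plus 3 SD, cut at about 15% in these data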;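 note: 0% = median of all compound wells on the plate and 100% = blocking peptide control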
TDP2 absorb = TDP2 (human) inhibition, absorbance primary screen; O95551; recombinant TDP2, T5PNP hydrolysis, p-nitrophenol absorbance 415 nm; inhibition, % at 12.8 µM; 370,000 compounds, 0.34% hits; AID 720702;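 active = inhibition above the mean of all tested compounds plus 3 SD, set per campaign, cut at about 25% in these data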;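 note: 0% = DMSO with enzyme and 100% = buffer with substrate but no TDP2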
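Test system: Human TDP2 enzyme | Reagent: 5 mM T5PNP | Compound dosing: 12.8 µM single point, 1% DMSO | Incubation: Enzyme reaction with compound for 2 h at 37 °C | Technique: p-Nitrophenol epi absorbance | Read-out: % inhibition relative to enzyme-containing and enzyme-free wells | Benchmarks: High control without enzyme, low control DMSO plus TDP2 | Replicates: Singlicate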
LEDGF integ inh = blocks HIV-1 LEDGF/p75-dependent DNA integration; AID 743269; TR-FRET IN-LEDGF/p75 DNA integration, Eu/Cy5; inhibition, % at 3.7 µM; 370,000 compounds, 0.64% hits;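 active = inhibition above the screen-wide mean plus 3 SD, cut at about 13% in these data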;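 note: signal is the Cy5 over europium emission ratio at 671 and 618 nm; 0% = plate median of compound wells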
DDE Tn7 FP inh = DD(E)-Tn7 binding inhibition, primary FP screen | P02675 | FP displacement of FITC-Tn7 peptide from fibrin DD(E); 0% = median of compound wells per plate | inhibition, % at 8.3 µM | 370,000 compounds, 0.13% hits | AID 720508;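 active = inhibition above the mean of compounds falling within the control limits plus 3 SD of them, cut at about 14% in these data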;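 note: 0% = plate median of compound wells and 100% = 10 µM Aha-Tn7 peptide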
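Assay system: Human clot-derived fibrin DD(E) complex | Buffer or medium: Tris/NaCl/CaCl2 buffer, pH 7.8 | Repeats: One replicate per compound | Benchmarks: Aha-Tn7 high control | Measure: % inhibition scaled between sample-field median and high-control FP | Schedule: 10 min plus 3 h, room temperature | Signal: Fluorescence polarization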
ADAM10 inh = ADAM10 inhibition, QFRET primary screen | O14672 | recombinant ADAM10, EDANS/DABCYL FRET peptide cleavage, 3 h | inhibition, % at 7 µM | 370,000 compounds, 0.62% hits | AID 720582;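 active = inhibition above a per-campaign cutoff equal to the mean of compounds falling between control-based bounds plus 3 SD, cut at about 20% in these data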;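 note: 0% = DMSO wells while the 100% control is not disclosed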
ARFGAP1 inh = rat ARFGAP1 inhibition. 360,000 compounds, 0.26% hits. inhibition, % at 16.5 µM. Arfgap1-stimulated ARF1 GTP hydrolysis, GDP FP detection;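 active = inhibition above a per-plate limit, mean inhibition of low control wells plus 3 SD, cut at about 25% in these data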;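 note: 0% = DMSO wells with enzyme and 100% = wells lacking Arfgap1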
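System: truncated rat Arfgap1 GAP domain / Benchmarks: high control wells lacking Arfgap1, low control full reaction with DMSO / Times: compound-enzyme preincubation 20 min, reaction 120 min, detection 60 min, 25 °C / Repeats: one replicate per compound / Also added: human ARF1(Δ1-17)-GTP substrate / Measured by: Tracer-displacement fluorescence polarization with EDTA stop, 620/688 nm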
proKLK7 act = proKLK7 (human) activation, primary screen | purified proKLK7, EDANS-DABCYL substrate fluorescence; 100% is mature enzyme control, 0% vehicle | 370,000 compounds, 0.9% hits | P49862 | activation, % at 7 µM | AID 652039;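 active = activation above the mean of all tested compounds plus 3 SD, computed per campaign excluding outliers beyond control limits, cut at about 13% in these data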
Numbers without * were called inactive; i = inactive; x = no result given.

SMILES	ASAP1 GAP inh	PLCg1 inh	ADAM17 inh	Tn6 DDE FP	TDP2 absorb	LEDGF integ inh	DDE Tn7 FP inh	ADAM10 inh	ARFGAP1 inh	proKLK7 act
O=C1c2[nH]nc(-c3ccccc3O)c2C(c2ccccc2)N1Cc1ccco1 (stereo unspecified)	-5	-8	8	-7	-10	3	1	-7	-5	0.0
CCC(c1nnnn1Cc1ccco1)N(CCc1ccccc1)Cc1cc2ccc(OC)cc2[nH]c1=O (stereo unspecified)	-3	-403	-281	-3	-1	5	-5	i	-6	22*
Cc1ccc(C(=O)N2CCOCC2)cc1S(=O)(=O)N1CCCC1	-7	0	-1	-5	-9	1	-1	-3	-1	0.0
C/C=C/c1ccc(OCCn2nnc3ccccc32)c(OC)c1	-13	-8	-1	3	2	-4	8	0	9	-0.1
O=S(=O)(c1cc(Cl)ccc1Br)N1CCOCC1	1	1	1	-5	-1	2	0	-5	0	0.9
COc1ccc(/C=N/Nc2nnc(Cc3ccc(OC)c(OC)c3)c(=O)[nH]2)cc1	-4	14*	5	7	-19	0	-8	5	17	0.3
Cn1nc(C(=O)OCC(=O)Nc2ccc(S(N)(=O)=O)cc2)c2ccccc2c1=O	2	1	-1	1	14	3	-3	1	-3	-0.2
COc1ccc(C)cc1N(C(=O)CNC(=O)c1ccco1)C(C(=O)NC1CCCC1)c1cccnc1 (stereo unspecified)	5	9	3	-7	-4	2	-7	10	-7	-0.1
CCCCNC(=O)CN(CCc1ccccc1)S(C)(=O)=O	4	0	-3	-4	3	3	2	4	1	0.3
CCN(CC(=O)NCc1cccs1)C(=O)COc1cccc(C(F)(F)F)c1	5	-35	2	0	-10	2	-9	-5	4	0.2
CC1(C)CC(N2CCCC2)=CC(=[N+]2CCCCC2)C1	-4	12*	1	-5	-2	3	-2	12	7	0.2
CCOc1cc(CNCCSc2nnnn2C)cc(Br)c1OCc1ccccc1	-6	3	3	-3	-13	-2	3	0	7	-0.5
CS(=O)(=O)N(CC(=O)N1CCN(Cc2ccccc2)CC1)c1cccc(F)c1	-9	4	1	10	1	6	-5	5	4	-0.2
CCN(CC)C(=O)CSc1nnc(CCCCCNC(=O)OC(C)(C)C)o1	-12	4	0	-8	15	1	-1	2	-1	0.0
O=C(O)c1ccc(NCc2cccnc2)cc1	-7	3	-2	9	5	-3	1	6	-10	-0.2
CC(OC(=O)CCN=C1NS(=O)(=O)c2ccccc21)C(=O)N(C)C1CCCCC1 (stereo unspecified)	2	4	-1	5	10	-1	2	2	-7	0.0
CN(CC(=O)Nc1ccc(F)c(F)c1F)C(=O)C1=COCCO1	4	-2	0	1	23	-4	-6	-7	3	0.3
COc1ccc(CN2CCNC(=O)C2CC(=O)N(C)CCC2CCOCC2)cc1OC (stereo unspecified)	14	-7	-8	-2	-12	0	2	-15	8	0.3
COc1ccc(S(=O)(=O)N2CCc3ccccc32)cc1C(=O)NCc1ccco1	-4	4	-3	6	8	3	-5	0	-7	0.2
CC1(C)CC(=O)C(C=NCCN2CCN(C(=S)Nc3ccc(F)cc3)CC2)=C(O)C1	8	1	-6	3	-1	0	-2	-4	7	0.2
CN1Cc2nnn(Cc3ccccc3)c2-c2cc(N3CCCCC3)ccc2S1(=O)=O	x	-380	-59	-3	-16	7	-10	-166	x	-1.4
O=C(NCC(=O)N(CC1CCCO1)C(C(=O)NC1CCCC1)c1cccnc1)c1ccco1 (stereo unspecified)	-8	2	-2	4	13	0	6	2	-10	0.6
CC(C)c1ccc(NC(=O)C(=O)C2C(=O)Nc3ccccc32)cc1 (stereo unspecified)	-11	1	-2	-9	2	-2	2	-4	8	-0.2
Fc1ccc2nc(COCc3nc4ccc(F)cc4[nH]3)[nH]c2c1	x	0	-1	-7	-2	1	-3	3	x	x
O=C(c1cc(F)ccc1F)C1CCCN(C(=O)CCN2CCCCO2)C1 (stereo unspecified)	-9	1	0	6	-4	1	-9	1	-9	-0.2
CCOC(=O)c1cnc(-n2nc(C)cc2C)nc1-n1nc(C)cc1C	0	-2	-5	-4	6	-3	-1	-3	-2	0.6
Cc1ccc(NC(=O)CN(C)C(=O)CSc2nnc(C(F)(F)F)n2C)cc1	-6	-1	0	4	11	0	2	8	-7	-0.2
c1ccc(-c2ccc(-c3[nH]ncc3CN3CCC(N4CCSCC4)CC3)cc2)cc1	0	5	-2	-5	0	-2	6	-3	10	0.0
CCS(=O)(=O)Nc1ccc2c(c1)C(=O)N(C)[C@@H]1CC[C@H](CC(=O)NCCCN3CCOCC3)O[C@H]1CO2	x	2	2	-3	-10	-1	2	5	x	0.0
COc1ccc(S(=O)(=O)NCCSCc2cccs2)cc1	13	0	-1	-2	6	4	-5	3	10	0.8
COc1cccc(-c2nc(CS(=O)CC(=O)NCc3ccccc3Cl)c(C)o2)c1 (stereo unspecified)	-7	-2	-4	-7	-1	3	-7	-10	7	0.1
COc1ncnc2c1cnn2-c1ccccc1	6	0	-6	1	4	2	0	-3	3	0.0
O=C(O)COc1ccc2c(-c3ccccc3)cc(=O)oc2c1	-2	-12	0	3	-1	-1	-7	-9	7	0.3
CCN(CC)CCCNC(=O)C1c2cc(OC)c(OC)cc2C(=O)N(C)C1c1cccs1 (stereo unspecified)	-6	2	-1	4	2	0	-3	-6	-4	-0.1
CC[C@]12C(=O)N(C)C[C@H]([C@@H]3C(=O)N(Cc4ccccc4)C(=O)[C@@H]31)N2C(=O)c1ccccc1	0	-1	-6	-5	18	0	3	4	-7	0.1
CC(=O)Oc1ccc2c(=O)oc(-c3ccccc3)nc2c1	14	-4	-4	1	1	-4	10	-11	4	-0.9

Some values from above:
COc1ccc(S(=O)(=O)NCCSCc2cccs2)cc1 – ADAM17 inh = -1
CCN(CC)CCCNC(=O)C1c2cc(OC)c(OC)cc2C(=O)N(C)C1c1cccs1 (stereo unspecified) – proKLK7 act = -0.1
c1ccc(-c2ccc(-c3[nH]ncc3CN3CCC(N4CCSCC4)CC3)cc2)cc1 – ARFGAP1 inh = 10

Some entries already given, limited to ARFGAP1 inh and ASAP1 GAP inh.
molecule,ARFGAP1 inh,ASAP1 GAP inh
CCN(CC)CCCNC(=O)C1c2cc(OC)c(OC)cc2C(=O)N(C)C1c1cccs1 (stereo unspecified),-4,-6
COc1ccc(S(=O)(=O)NCCSCc2cccs2)cc1,10,13
O=C(c1cc(F)ccc1F)C1CCCN(C(=O)CCN2CCCCO2)C1 (stereo unspecified),-9,-9
c1ccc(-c2ccc(-c3[nH]ncc3CN3CCC(N4CCSCC4)CC3)cc2)cc1,10,0
Cc1ccc(NC(=O)CN(C)C(=O)CSc2nnc(C(F)(F)F)n2C)cc1,-7,-6

Other structures follow.
SMILES	ASAP1 GAP inh	PLCg1 inh	ADAM17 inh	Tn6 DDE FP	TDP2 absorb	LEDGF integ inh	DDE Tn7 FP inh	ADAM10 inh	ARFGAP1 inh	proKLK7 act
CCCCOc1ccc(C(=O)CCN2CCCCC2)cc1	-5	1	3	14	4	5	-2	4	5	-0.1
COC(=O)CSc1ccc(S(=O)(=O)N2CCOCC2)cc1[N+](=O)[O-]	-6	-1	0	-5	2	3	-7	5	5	0.4
O=C1CCc2cc(S(=O)(=O)N3CCCCC3)cc3c2N1CCC3	2	-1	-2	2	-4	0	2	0	0	-0.1
N#C/C(C(=O)N1CCOCC1)=c1/s/c(=C\c2ccccn2)c(=O)n1-c1ccccc1	4	-5	-6	-3	-8	-6	5	-8	5	-0.4
CC(Oc1cc2oc(=O)c3c(c2cc1Cl)CCCC3)C(=O)NCC1CCC(C(=O)O)CC1 (stereo unspecified)	-8	-5	-26	1	5	2	-2	-75	8	0.7
C/C(=N/NC(=O)CNC(=O)/C=C/c1ccco1)c1ccc(Cl)cc1	5	-2	-2	-5	2	-1	-9	-3	4	0.1
Cc1cc(CNC(=O)c2ccc3c(c2)OCO3)c2ccccc2n1	2	0	-1	1	-12	-6	-2	-1	7	0.1
CCOC(=O)[C@]12CCCCC/C=C\1N(CCc1ccc(Cl)cc1)C(=O)[C@H]2CC(=O)NCc1ccc(OC)c(OC)c1	x	3	4	1	2	5	-1	10	x	0.1
CC1(C)CC(=O)C2=C(C1)OC(c1ccncc1)C(C#N)=C2N (stereo unspecified)	-5	4	0	10	-8	1	-5	4	1	-0.7
COc1ccc(NC(=O)c2ccc(S(=O)(=O)N3CCOCC3)cc2)c(OC)c1	4	-1	-1	7	-5	-5	5	2	-3	0.0
COc1ccc(C(=O)COc2ncnc3cc(Cl)ccc23)cc1	-10	0	-1	-4	-13	1	-7	5	-5	0.3
O=C(Nc1ccccc1)C1Cc2c(-c3ccc4c(c3)OCO4)ccnc2O1 (stereo unspecified)	10	-7	-12	-2	-5	-3	-2	-67	0	-0.3
Cc1nnc(SCC2=C(C(=O)O)N3C(=O)C(NC(=O)Cn4nc(C)c(Cl)c4C)C3SC2)s1 (stereo unspecified)	-8	1	0	-2	-2	4	-2	-2	10	0.1
CN(CCc1ccccc1)c1cc2c(c3c1ccn3C)C1CCC2C1 (stereo unspecified)	-10	1	1	4	-1	-2	-11	-6	-1	0.6
